CSN deneddyl inh: blocks human CSN-mediated cullin deneddylation | Q92905 | Purified CSN, SCF-Nedd8-OG deneddylation, fluorescence polarization | inhibition, % at 12.5 µM | 0.38% of 360,000 active;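 active = pattern-corrected inhibition above about 35%, with an unprinted fluorescence ratio check between 0.5 and 1.5, limit read from the data, passing the limit was not always enough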;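 note: 0% = enzyme with substrate and 100% = substrate without enzyme; some results filed as inactive read as strong as hits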
Target sequence (Q92905 whole entry, looked up, one chain of several): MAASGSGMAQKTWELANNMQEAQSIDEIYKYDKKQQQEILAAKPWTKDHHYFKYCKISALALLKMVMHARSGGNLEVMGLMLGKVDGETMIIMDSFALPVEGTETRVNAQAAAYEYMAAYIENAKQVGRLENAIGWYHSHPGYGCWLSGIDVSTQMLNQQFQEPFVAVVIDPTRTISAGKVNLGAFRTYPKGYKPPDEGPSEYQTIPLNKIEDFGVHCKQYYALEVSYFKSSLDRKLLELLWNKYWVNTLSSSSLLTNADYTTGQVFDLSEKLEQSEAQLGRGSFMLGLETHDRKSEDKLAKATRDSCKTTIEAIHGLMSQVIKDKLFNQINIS
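Assay system: Purified human Csn5 enzyme expressed in HEK293T cells | Amount: Enzyme 0.24 nM | Measured by: Fluorescence polarization readout | Medium: Tris/NaCl/DTT buffer, pH 7.5 | Compound dosing: One concentration, 12.5 µM, 0.25% DMSO | Times: 90 min incubation of compound, enzyme and substrate at room temperature | Control set: no-enzyme wells high, enzyme-with-substrate wells low | Read-out: % inhibition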
TbMetRS inhib: blocks T. brucei methionyl-tRNA synthetase activity | purified T. brucei MetRS, ATP depletion, Kinase-Glo luminescence | inhibition, % at 11.9 µM | 0.4% of 360,000 active | AID 624268;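 active = inhibition above a per-plate cutoff of the control wells' mean inhibition plus 3 SD, cut at about 5.5% in these data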;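 note: 0% = DMSO wells median and 100% = median of wells with control inhibitor compound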
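Material – parasite MetRS enzyme · Medium – HEPES-MgCl2-KCl buffer plus DTT, spermine, BSA, pyrophosphatase · Reagent – ATP, methionine and E. coli bulk tRNA substrates · Times – 15 min enzyme-compound preincubation, 2 h reaction, 10 min detection, 25 °C · Measured by – luminescence of leftover ATP · Evaluation – percent inhibition relative to median high and low control wells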
MsrA inhibitor: bovine MsrA inhibition. purified bovine MsrA, absorbance read-out. inhibition, % at 15.5 µM. 0.75% of 360,000 active. AID 651718; in the data active = inhibition above about 4.5%;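 note: 0% = vehicle wells with enzyme and 100% = reference inhibitor wells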
SUMO1 PPI mod: modulators of human SUMO1-mediated protein-protein interactions; 0.33% of 360,000 active; AID 602429; inhibition, % at 20 µM; SUMO1 binding to a labelled peptide, TR-FRET, 1 h; P63165; in the data active = inhibition above about 37%
Target sequence (P63165 whole entry, looked up): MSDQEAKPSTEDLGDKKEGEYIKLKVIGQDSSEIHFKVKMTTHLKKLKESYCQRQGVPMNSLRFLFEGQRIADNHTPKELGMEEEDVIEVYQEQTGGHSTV
Rpn11 inh: inhibitors of human proteasome Rpn11; O00487; human 26S proteasome, Ub4-pepOG fluorescence polarization; 20S core pre-blocked with epoxomicin; calls only at 20 µM; 0.59% of 360,000 active; AID 588493;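 active = inhibition at 20 µM, scaled to each plate's controls, above about 33%, limit read from the data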
Target sequence (O00487 whole entry, looked up): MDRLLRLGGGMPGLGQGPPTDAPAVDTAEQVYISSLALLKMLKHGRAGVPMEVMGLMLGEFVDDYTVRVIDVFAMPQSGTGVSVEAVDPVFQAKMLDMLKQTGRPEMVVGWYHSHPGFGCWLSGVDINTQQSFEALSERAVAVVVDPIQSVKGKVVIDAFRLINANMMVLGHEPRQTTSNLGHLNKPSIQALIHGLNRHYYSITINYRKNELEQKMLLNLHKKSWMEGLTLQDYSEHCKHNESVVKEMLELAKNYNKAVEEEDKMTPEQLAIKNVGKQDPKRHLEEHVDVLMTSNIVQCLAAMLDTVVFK
NadD block: blocks S. aureus nicotinate mononucleotide adenylyltransferase. purified NadD enzyme, colorimetric absorbance read-out. inhibition, % at 20 µM. 0.78% of 360,000 active; in the data active = inhibition above about 26%; note: some compounds past the cut are filed as inactive
DNMT1 inh: blocks human DNA methyltransferase DNMT1; 0.83% of 360,000 active; AID 588458; DNMT1 molecular beacon, Hinp1I cleavage, fluorescence; inhibition (reported as % activation of signal), % at 10 µM; in the data active = inhibition above about 50%
Scp-1 inhibitor: Scp-1 (human) phosphatase inhibition | Q9GZU7 | Recombinant Scp1, phosphopeptide, malachite green phosphate absorbance | inhibition, % at 20 µM | 0.88% of 340,000 active;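 active = inhibition above about 50% at 20 µM, limit read from the data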;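 note: plate controls were DMSO wells with enzyme for no effect and wells lacking enzyme for full effect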
Target sequence (Q9GZU7 76-261 limits assumed): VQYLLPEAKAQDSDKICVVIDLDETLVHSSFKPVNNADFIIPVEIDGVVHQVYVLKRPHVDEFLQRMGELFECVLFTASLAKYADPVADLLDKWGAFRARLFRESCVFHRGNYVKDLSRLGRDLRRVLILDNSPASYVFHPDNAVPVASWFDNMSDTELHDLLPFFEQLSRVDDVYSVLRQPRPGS
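Assay system: SCP-1 catalytic fragment, aa 76-261 | Buffer or medium: Tris acetate buffer pH 5.5 with MgCl2 and Tween-20 | Compound: One concentration, 20 µM, with 1.0% DMSO | Also added: Phospho 17-mer peptide substrate | Signal: Absorbance at 630 nm | Incubation: 45 min enzyme reaction at room temperature | Measure: % inhibition of SCP-1 phosphate liberation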
LMPTP block: blocks human LMPTP phosphatase | P24666 | recombinant LMPTP-A, OMFP fluorogenic substrate, fluorescence intensity | inhibition, % at 20 µM | 0.22% of 360,000 active;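 active = compounds that cut the enzyme signal by at least half of the control window in the single-dose screen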;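 note: plate controls were DMSO wells with enzyme plus substrate for no effect and substrate without enzyme for full effect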
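test system = LMPTP-A | amount = 0.625 nM LMPTP-A final | reagent = fluorogenic phosphatase substrate OMFP at 400 µM final | incubation = 50 min at room temperature | benchmarks = no-enzyme low control, uninhibited high control | medium = Bis-Tris pH 6.0, DTT, detergent | signal = fluorescence intensity of OMFP turnover product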
STEP block: inhibitors of human striatal-enriched phosphatase STEP; P54829; recombinant STEP, OMFP fluorogenic substrate, fluorescence; AID 588621; 0.25% of 360,000 active; inhibition, % at 20 µM;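 active = inhibition at 20 µM, scaled per plate between control wells, above about 37%, limit read from the data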;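 note: 0% = DMSO with enzyme and substrate and 100% = substrate only without enzyme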
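Measure: Control-normalized % inhibition with plate pattern correction | Test system: STEP phosphatase, cell-free reaction | Medium: pH 6.0 Bis-Tris with DTT and Tween 20 | Technique: Fluorescence, 480/540 nm | Times: Reaction 20 min, ambient temperature | Doses: Single compound dose of 20 µM, 1% DMSO final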
* hit, by the source's call; i = inactive; . = not tested or not shown.

1. CC(=O)Nc1cc(-n2cnnn2)ccc1C
2. CC1CC(=S)Nc2ccccc2S1 (configuration not stated)
3. COc1ccc(-n2c(SCC(=O)NCCC(C)C)nc3ccsc3c2=O)cc1
4. Cc1ccc(-c2ccc(SCC(=O)Nc3nonc3C)nn2)cc1
5. C/C(=N\NC(=O)CSc1nc(C)cc(C)n1)c1cccc([N+](=O)[O-])c1
6. CCn1c(CCNC(=O)c2ccc(OC)cc2)nnc1SCc1ccc(Cl)cc1Cl
7. O=C(Cc1ncc(C(F)(F)F)cc1Cl)NCCc1ccccc1
8. CCn1c(SCC(N)=O)nnc1-c1cc2c(C)nn(-c3ccccc3)c2s1

compound no.,1,2,3,4,5,6,7,8
CSN deneddyl inh,-7,1,0,-4,1,4,-6,2
TbMetRS inhib,0.6,-1.5,0.1,-0.1,-0.6,0.7,-0.5,0.0
MsrA inhibitor,-1.0,0.2,-0.9,0.2,0.2,-0.4,-0.5,-0.2
SUMO1 PPI mod,2,-5,1,-3,-21,0,4,7
Rpn11 inh,i,i,i,i,i,i,i,i
NadD block,-1,-1,2,3,2,4,-3,4
DNMT1 inh,-1,-5,-1,1,1,-7,1,-7
Scp-1 inhibitor,-2,-1,-7,-4,-1,1,-3,-4
LMPTP block,-0.3,-1.0,0.9,-0.9,-0.6,0.9,-2.1,1.8
STEP block,0,0,-4,0,1,-2,-3,4

4 of these compounds in a different format.
#1 CC(=O)Nc1cc(-n2cnnn2)ccc1C
- CSN deneddyl inh: -7
- TbMetRS inhib: 0.6
- MsrA inhibitor: -1.0
- SUMO1 PPI mod: 2
- Rpn11 inh: i
- NadD block: -1
- DNMT1 inh: -1
- Scp-1 inhibitor: -2
- LMPTP block: -0.3
- STEP block: 0

#2 CC1CC(=S)Nc2ccccc2S1 (configuration not stated)
- CSN deneddyl inh: 1
- TbMetRS inhib: -1.5
- MsrA inhibitor: 0.2
- SUMO1 PPI mod: -5
- Rpn11 inh: i
- NadD block: -1
- DNMT1 inh: -5
- Scp-1 inhibitor: -1
- LMPTP block: -1.0
- STEP block: 0

#3 COc1ccc(-n2c(SCC(=O)NCCC(C)C)nc3ccsc3c2=O)cc1
- CSN deneddyl inh: 0
- TbMetRS inhib: 0.1
- MsrA inhibitor: -0.9
- SUMO1 PPI mod: 1
- Rpn11 inh: i
- NadD block: 2
- DNMT1 inh: -1
- Scp-1 inhibitor: -7
- LMPTP block: 0.9
- STEP block: -4

#4 Cc1ccc(-c2ccc(SCC(=O)Nc3nonc3C)nn2)cc1
- CSN deneddyl inh: -4
- TbMetRS inhib: -0.1
- MsrA inhibitor: 0.2
- SUMO1 PPI mod: -3
- Rpn11 inh: i
- NadD block: 3
- DNMT1 inh: 1
- Scp-1 inhibitor: -4
- LMPTP block: -0.9
- STEP block: 0

Remaining list, next part.
9. CCCC(=O)n1nc(-c2ccc(OC)cc2)nc1N
10. Cc1ccccc1OCC(=O)Nc1ccc(C(=O)Nc2ccccc2C(=O)O)cc1
11. CC(=O)c1ccc(S(=O)(=O)NCC(=O)Nc2nc3ccccc3[nH]2)cc1
12. Cc1ccc(-n2c(O)c(C=Nc3cc(C)on3)c3ccccc3c2=O)c(C)c1
13. COc1cc2ccccc2cc1C(=O)NC1CCCC1
14. O=C(NC1CCCC1)c1cc(-c2ccccc2O)on1
15. CCCOc1ccc(/C=c2\sc3nc(-c4ccco4)nn3c2=O)cc1OCC
16. COc1cccc(/C=N/NC(=O)NC23CC4CC(CC(C4)C2)C3)c1O

compound no.,9,10,11,12,13,14,15,16
CSN deneddyl inh,-3,2,3,-4,-7,2,23,1
TbMetRS inhib,-0.7,0.2,0.7,0.3,-0.2,-0.2,-0.5,-0.9
MsrA inhibitor,-0.6,-1.6,-0.9,2.6,0.3,-0.1,0.8,.
SUMO1 PPI mod,-1,18,14,-15,-6,-3,14,-5
Rpn11 inh,i,i,i,i,i,i,i,i
NadD block,-2,1,5,-2,-8,-4,7,0
DNMT1 inh,1,-1,5,-8,-1,2,73*,1
Scp-1 inhibitor,12,-7,8,-7,-21,-5,84*,-4
LMPTP block,-0.8,0.6,5.1,2.8,-0.1,0.7,2.1,2.7
STEP block,-4,6,1,-2,-2,0,1,-1

Single values from above:
Reading for compound 11 under STEP block: 1
Reading for compound 15 under Scp-1 inhibitor: 84*
Reading for compound 9 under Scp-1 inhibitor: 12
Reading for compound 10 under MsrA inhibitor: -1.6

The list continues:
17. CCc1nnc2n1N=C(c1ccc(OC)cc1)CS2
18. [N-]=[N+]=CC(=O)C(c1ccccc1)(c1ccccc1)c1ccccc1
19. CS(=O)(=O)CCC(C(=O)OCC(=O)c1ccc(Cl)cc1)N1C(=O)c2ccccc2C1=O (configuration not stated)
20. O=C(OCCCN=C1NS(=O)(=O)c2ccccc21)c1ccc([N+](=O)[O-])cc1
21. COc1ccc2nc(SCC(=O)N(C)C3CCCCC3)[nH]c2c1
22. CC(C)Cn1c(SCc2nc3ccccc3c(=O)[nH]2)nc2ccccc2c1=O
23. Cc1n[nH]c(=S)n(NC(=O)CC(=O)Nn2c(=S)[nH]nc(C)c2=O)c1=O
24. CCCNC(=O)Cn1cnc2sc(C(=O)N3CCN(c4ccc(F)cc4)CC3)c(C)c2c1=O

compound no.,17,18,19,20,21,22,23,24
CSN deneddyl inh,1,-3,0,-13,-1,0,-6,5
TbMetRS inhib,-0.6,0.2,0.4,0.2,-0.2,0.4,0.8,0.1
MsrA inhibitor,0.6,1.0,0.0,0.6,-0.4,-0.7,1.5,-1.1
SUMO1 PPI mod,-4,3,2,-27,-4,2,3,4
Rpn11 inh,i,i,i,i,i,i,i,i
NadD block,-4,-10,2,-4,-2,1,-1,1
DNMT1 inh,0,1,-3,3,5,0,-7,1
Scp-1 inhibitor,-7,-12,-4,-5,-2,0,-4,6
LMPTP block,-0.2,0.5,-1.6,-0.3,-0.3,0.4,-0.2,-1.4
STEP block,0,-1,-2,0,-2,1,0,-2

25. O=C1C2C(C(=O)N1/N=C/c1cc([N+](=O)[O-])c(O)cc1O)C1C=CC2C12CC2 (configuration not stated)
26. O=C(NC1CCN(C(=O)Nc2ccc(F)cc2)CC1)c1ccc(F)cc1
27. COc1ccc(C)cc1NC(=O)n1ncc2c(C)cccc21
28. O=C(NNC(=S)NC1CCCCC1)c1ccc(Cl)s1
29. Cc1c(C(=O)NCc2cccs2)sc(=O)n1Cc1ccc(S(C)(=O)=O)cc1
30. Cc1ccc(S(=O)(=O)/N=C(\Nc2cc(C)on2)c2ccc(Cl)cc2)cc1
31. CC(C)(C)[C@@H]1COC(=O)[C@@H](NC(=O)OCC2c3ccccc3-c3ccccc32)C/C=C\C[C@@H](CC(=O)NCCO)C(=O)N1
32. Cc1nc2cc(S(=O)(=O)N(C)C)ccc2n1-c1ccccc1

compound no.,25,26,27,28,29,30,31,32
CSN deneddyl inh,36*,0,-2,-5,-8,4,1,3
TbMetRS inhib,0.0,0.6,-1.8,0.5,0.3,-0.4,0.0,-0.8
MsrA inhibitor,3.4,-0.9,-1.0,1.0,-1.1,-0.1,-0.1,0.0
SUMO1 PPI mod,12,0,6,2,-1,1,-4,2
Rpn11 inh,i,i,i,i,i,i,i,i
NadD block,4,0,-7,0,2,-5,-1,-7
DNMT1 inh,83*,-2,3,-3,6,5,4,3
Scp-1 inhibitor,64*,-5,-7,-9,.,-10,-5,-19
LMPTP block,17,-0.8,2.5,-1.3,-0.3,0.9,0.0,-2.2
STEP block,12,-2,1,1,-1,2,-4,0

33. CCC1CCCCN1C(=O)CN1C(=O)CSC1=O (configuration not stated)
34. CC1CC(=O)N(c2ccc(C(C)C)cc2)C(=O)C1
35. O=[N+]([O-])c1ccccc1/C=N/Nc1nnc(-c2ccccc2)c(-c2ccccc2)n1
36. O=C(Nc1ccnn1C1CCN(C(=O)c2c(F)cccc2F)CC1)C1CC1
37. CN1c2ccccc2C(=O)C(=C2SCCCS2)S1(=O)=O
38. COc1ccccc1C(=O)OCC(=O)NC12CC3CC(CC(C3)C1)C2
39. Cc1ccccc1N/C(SCc1cccc(Br)c1)=C(/C#N)C(N)=O
40. COc1ccccc1-c1nnc(SC(C)C(=O)Nc2ccc(C(N)=O)cc2)o1 (configuration not stated)
41. CCc1ccc(/C=N/NC(=O)c2cc(C)on2)s1
42. Cc1ccc(NC(=O)c2nc[nH]c2C(=O)N[C@@H](C)C(=O)OC(C)(C)C)cc1

compound no.,33,34,35,36,37,38,39,40,41,42
CSN deneddyl inh,-6,4,5,-1,0,-2,2,4,-2,-2
TbMetRS inhib,-0.4,-0.9,-0.6,-0.4,1.4,-0.2,-0.5,-0.4,-0.1,-0.2
MsrA inhibitor,0.0,-0.8,0.4,0.5,1.8,-1.5,-0.5,-0.8,3.5,0.1
SUMO1 PPI mod,1,1,-2,1,-29,0,0,1,-20,10
Rpn11 inh,i,i,i,i,i,i,i,i,i,i
NadD block,2,-1,25,2,-4,-2,3,-1,2,6
DNMT1 inh,17,9,1,2,0,1,4,1,-5,6
Scp-1 inhibitor,1,4,3,-2,-16,-5,-18,-10,-4,-6
LMPTP block,-3.6,-0.1,-0.2,-0.3,-1.1,0.1,1.7,1.1,0.0,3.0
STEP block,1,-2,1,3,8,-2,0,-2,2,1
